Cycloheximide cs – counter-screen hit for Shiga toxin inhibitors, cycloheximide. cell reporter, cycloheximide protein synthesis inhibition counterscreen. max response, %. actives 12% (n = 300,000). AID 2314; in the data active = max response mostly above about 13%, no sharp cut-off; inactive = mostly below about 14%; note: read at 38.3 µM for the half of the compounds with a filed dose; 0% is about no effect
Shiga inhibitor – Shiga toxin inhibition; Vero cells, Shiga toxin protein synthesis inhibition reporter; inhibition, % at 38.7 µM; actives 9.2% (n = 290,000); in the data active = inhibition mostly above about 28%, no sharp cut-off; inactive = mostly below about 43%; note: 0% is about no effect
HCV inh – blocks hepatitis C virus | Huh7.5.1 HCVcc-Cre infection, luciferase reporter, 44 h | Potency, µM (top dose mostly 41.8 µM), for inactives: top-dose activity change, negative = inhibition, usual class: inhibitors | actives 3.4% (n = 340,000); note: potency is the fitted concentration of half-maximal effect; % is set by controls: 0 for no effect and ±100 for the full control effect
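Infectious HCVcc-Cre (~0.5 moi) was added to cells just after compound, with cells seeded 4 h earlier at 1,000 per well. Luciferase activity after 44 h culture reported infection; substrate was incubated 15 min at room temperature before reading.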
Pf growth 48h – inhibits P. falciparum growth in the first generation, 48 h. P. falciparum luciferase growth in erythrocytes, 48 h. Potency, µM (titrated, usually from 28.7 µM), for the others: top-dose activity change, negative = inhibition, usual class: inhibitors. actives 5.9% (n = 310,000). AID 504832; note: potency is the fitted concentration of half-maximal effect; % is set by controls: 0 for no effect and ±100 for the full control effect
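Firefly luciferase activity from engineered P. falciparum reports growth; inhibitors lower the luminescent signal. Cultures contained 2% hematocrit erythrocytes at 0.1% final parasitemia.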
Pf growth 96h – P. falciparum growth inhibition at 96 hour, primary screen for plastid delayed-death inhibitors; Potency, µM (titrated, usually from 28.7 µM), without a hit: at the top dose activity change, negative = inhibition, usual class: inhibitors; AID 504834; P. falciparum luciferase reporter growth, 96 h; actives 6.9% (n = 320,000); note: potency is the fitted concentration of half-maximal effect; % is set by controls: 0 for no effect and ±100 for the full control effect
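Parasite growth measured via integrated firefly luciferase reporter in P. falciparum. Infected erythrocytes at 2% hematocrit, 0.05% parasitemia final were treated 96 hours at 37 C under 5% CO2, and luminescence was read.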
TbPYK inhibitor – blocks Trypanosoma brucei pyruvate kinase; Potency, µM (top dose mostly 76.8 µM), without a hit: at the highest dose activity, negative = inhibition, usual class: inhibitors; TbPYK enzyme, Kinase-Glo Plus ATP luminescence, 45 min; AID 624173; Q57TT1; actives 0.12% (n = 410,000); note: potency is the fitted concentration of half-maximal effect; % is set by controls: 0 for no effect and ±100 for the full control effect; nearly all actives have a fitted effect of over 50% in size
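Screened from lowest to highest concentration, compounds were pinned into TbPYK/substrate mixtures, and ADP (130 uM final) was added. Plates sat at room temperature for 45 min prior to Kinase-Glo Plus detection by luminescence.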
LmPK inhibitor – blocks Leishmania mexicana pyruvate kinase activity. AID 1721. actives 0.37% (n = 290,000). Potency, µM (top dose mostly 57.5 µM), inactives show at the highest dose activity change, negative = inhibition, most hits filed as inhibitors. purified LmPK, Kinase-Glo ATP luminescence, 1 h; note: potency is the fitted concentration of half-maximal effect; % is set by controls: 0 for no effect and ±100 for the full control effect
Target sequence (Q27686 whole entry, looked up): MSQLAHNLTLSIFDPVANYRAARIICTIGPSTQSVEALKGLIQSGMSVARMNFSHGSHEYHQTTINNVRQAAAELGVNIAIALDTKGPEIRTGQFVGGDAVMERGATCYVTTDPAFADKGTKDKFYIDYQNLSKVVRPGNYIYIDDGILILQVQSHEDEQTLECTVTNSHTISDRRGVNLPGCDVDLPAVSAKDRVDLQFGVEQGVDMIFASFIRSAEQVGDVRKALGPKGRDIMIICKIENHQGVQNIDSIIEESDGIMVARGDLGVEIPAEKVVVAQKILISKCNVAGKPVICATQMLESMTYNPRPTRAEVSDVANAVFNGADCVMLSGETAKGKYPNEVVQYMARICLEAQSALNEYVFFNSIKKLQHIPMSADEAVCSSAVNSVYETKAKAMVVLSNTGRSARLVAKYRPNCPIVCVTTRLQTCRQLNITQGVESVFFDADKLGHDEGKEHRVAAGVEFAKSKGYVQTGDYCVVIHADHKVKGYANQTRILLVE
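Purified LmPK (0.1 nM) converted ADP (0.1 mM) to ATP with PEP (0.5 mM) in imidazole buffer pH 7.2 with KCl and MgCl2, 1 h at room temperature. ATP was read by Kinase-Glo luminescence; data normalized to uninhibited and no-enzyme controls.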
Starred values were filed as active, the others as inactive; i = inactive; ? = inconclusive; · = not tested or not shown; & = joins results of further samples; [ ] = dose if it differs, or a comment. Unless noted, calls come from the whole dose curve; as a rule, active = well fitted curve in the direction sought with a large enough effect; inconclusive = small, poorly fitted or top-dose-only effect, or another doubt; inactive = no such curve, though single readings can be large; an effect the other way counts as inactive or inconclusive.

SMILES	Cycloheximide cs	Shiga inhibitor	HCV inh	Pf growth 48h	Pf growth 96h	TbPYK inhibitor	LmPK inhibitor
CCOc1ccc(C(=O)c2nc3c(n2O)CCCC3)cc1	23*	30	-3%	75%[activator]	?	0%	0%
Cc1c(CCO)c(=O)[nH]n1C(=O)c1ccc(F)cc1	24*	65*	11%	-7%	1%	-8%	-7%
CCC(C)(C(=O)NC1CCCCC1)N(Cc1cccs1)C(=O)c1ccc(=O)[nH]c1 (stereo unspecified)	-2	-10	0%	20%	39%[activator]	3%	0%
CCOc1ccc(CN2CCC(n3nccc3NC(=O)C3CC3)CC2)cc1CO	-2	-4	9%	-3%	-1%	-3%	3%
COc1ccc(NC(=O)c2cc(S(=O)(=O)N3CCOCC3)cs2)cc1	15	-10	?	0%	3%	-8%	-1%
Cn1c(=O)c2c(-c3ccccc3)n(-n3cnnc3)cc2n(C)c1=O	8	-10	-4%	-5%	45%[activator]	-9%	-2%
Cc1cc(C)c(S(=O)(=O)N2CCOC2CNC(=O)C(=O)NCc2ccccn2)c(C)c1 (stereo unspecified)	6	-7	-10%	-13%	27%	-11%	-7%
N#Cc1c(NC(=O)c2ccco2)sc2c1CCC2	-4	-25	-28%	?	?	-20%	-5%
CC1(C(=O)NCc2cc(F)cc(C(F)(F)F)c2)C=CC2(CCCCC2)N1C(=O)c1ccccc1 (stereo unspecified)	-1	-6	14%	-15%	?	-2%	2%
CSC(=NS(=O)(=O)c1ccccc1)SC	-3	-13	7%	-1%	-20%	-2%	1%
CN(C)CCN1C(=O)c2oc3ccccc3c(=O)c2C1c1cccc(Br)c1 (stereo unspecified)	-2	9	14%	?	?	1%	1%
Cc1c(NC(=O)c2ccc(-c3ccccc3)cc2)cccc1C(=O)O	35*	66*	0%	408%[activator]	·	-1%	0%
CC(Cc1n[nH]c(=S)n1N)c1ccccc1 (stereo unspecified)	-1	-8	7%	-8%	1%	-3%	1%
Cc1cc(=O)oc2cc(OCC(=O)N3CCCc4ccccc43)ccc12	-1	-11	-22%	?	·	-1%	2%
COc1ccc(Cl)cc1NC(=O)CN(C)C(=O)c1cccc(-n2cnnn2)c1	·	·	21%	-21%	-6%	3%	·
CCN(C(=O)CSc1nnc(-c2c[nH]c3ccccc23)n1C1CC1)C1CCS(=O)(=O)C1 (stereo unspecified)	·	·	12%	?	?	8%	·
O=C(Nc1ccc2c(c1)C(=O)OC2)c1ccc(F)cc1F	27*	35*	-12%	56%[activator]	97%	5%	1%
Cc1cc(NC(=O)COC(=O)C2CC(=O)N(c3ccc(Br)cc3)C2)no1 (stereo unspecified)	-4	-11	-7%	9%	4%	3%	-12%
CCCc1cc(=O)n2[nH]c(C(F)(F)F)nc2n1	-2	20	11%	12%	14%	5%	2%
COc1ccc(OC)c(NC(=S)NCCN2CCOCC2)c1	-3	-6	25%	3%	198%[activator]	11%	2%
COc1ccc(N2CCN(CCCNC(=O)C3CCCN(S(=O)(=O)c4cnc[nH]4)C3)CC2)cc1 (stereo unspecified)	-4	25	-20%&20%	-2%	?	0%	-1%
CCOC(=O)c1c(C)n(OCc2ccccc2)c2ccc3nonc3c12	0	14	?	?	?	0%	6%
COc1cc2ncnc(NCc3ccc4c(c3)OCO4)c2cc1OC	-1	-5	-14%	12µM*	?	1%	-2%
N#Cc1ccccc1NC(=O)CNc1ccccc1N1CCCCC1	-5	-15	?	·	8%	-14%	1%
Cc1cc(Cl)c(S(=O)(=O)Nc2ccon2)cc1OCC(=O)NC1CCCCC1	-3	-2	1%	?	-14%	-11%	4%
CCCS(=O)(=O)c1nc(S(=O)(=O)c2ccc(C)cc2)c(N2CCCC2)s1	1	-11	1%	12µM*	·	-6%	12%
COC(=O)c1cccc(NC(=O)CC2NCCNC2=O)c1 (stereo unspecified)	-2	-9	4%	34%[activator]	11%	-16%	2%
COc1ccc(-n2c(SC)nc3ccccc3c2=O)cc1	2	3	-27%	0%	?	16%	-8%
O=C(NNC(=O)c1ccccc1[N+](=O)[O-])c1ccc(NS(=O)(=O)c2cccs2)cc1	-3	15	15%	12%	39%[activator]	1%	0%
CC1CCCCN1C(=O)CSc1nc(C2CC2)nc2c1cnn2-c1ccccc1 (stereo unspecified)	-1	-5	?	?	-25%	-18%	5%
CC(=O)Nc1ccc(S(=O)(=O)N(C)CC(=O)OCC(=O)Nc2cccnc2Cl)cc1	-2	-6	?	-13%	50%[activator]	3%	-4%
N#Cc1cc([N+](=O)[O-])ccc1Oc1ccc(-c2nnco2)cc1	-2	-2	-6%	10%	?	-1%	-3%
CN(C)CCNC(=O)C(=O)NCC1OCCCN1S(=O)(=O)c1cccs1 (stereo unspecified)	1	16	8%	-2%	-2%	-4%	1%
O=C(Nc1ccc(Cl)cc1Cl)c1cc2ccccc2o1	51*	57*	27%	392%[activator]	-3%	-5%	-5%
N#C/C(=C\c1cccnc1)c1ccccn1	11*	25	-4%	4%	?	-9%	-2%
Cc1ccc(NC(=O)N2CCc3ccccc32)cc1	21*	20	?	406%[activator]	i	-26%	25µM*
Cc1ccc2c(c1)C(c1ccccc1)N(C(=O)C(C)C)CC(=O)N2 (stereo unspecified)	-1	-7	13%	-12%	?	-3%	-5%
CCC(=O)Nc1ccc(NC(=O)c2ccccc2Cl)nc1	21*	26	2%	56%[activator]	?	5%	-2%
CCOC(=O)C(C)n1cnc2c(nnn2-c2ccc(OC)cc2)c1=O (stereo unspecified)	32*	86*	4%	14%	-4%	1%	-4%
CC(=O)Nc1ccc(NC(=O)C2CC(=O)N(c3ccccc3Cl)C2)cc1 (stereo unspecified)	4	-10	7%	?	-16%	2%	7%

One compound at a time, as listed above:
Profile of COC(=O)c1cccc(NC(=O)CC2NCCNC2=O)c1 (stereo unspecified) : Cycloheximide cs = -2; Shiga inhibitor = -9; HCV inh = 4%; Pf growth 48h = 34%[activator]; Pf growth 96h = 11%; TbPYK inhibitor = -16%; LmPK inhibitor = 2%
Profile of O=C(Nc1ccc(Cl)cc1Cl)c1cc2ccccc2o1 : Cycloheximide cs = 51*; Shiga inhibitor = 57*; HCV inh = 27%; Pf growth 48h = 392%[activator]; Pf growth 96h = -3%; TbPYK inhibitor = -5%; LmPK inhibitor = -5%
Profile of Cc1ccc2c(c1)C(c1ccccc1)N(C(=O)C(C)C)CC(=O)N2 (stereo unspecified) : Cycloheximide cs = -1; Shiga inhibitor = -7; HCV inh = 13%; Pf growth 48h = -12%; Pf growth 96h = ?; TbPYK inhibitor = -3%; LmPK inhibitor = -5%

Additional results
SMILES	Cycloheximide cs	Shiga inhibitor	HCV inh	Pf growth 48h	Pf growth 96h	TbPYK inhibitor	LmPK inhibitor
COCCOC(=O)C1=C(N)Oc2c(oc(CO)cc2=O)C1c1c(F)cccc1Cl (stereo unspecified)	-7	-8	0%	·	4.7µM*	-4%	-1%
CC(=O)/C(=N\Nc1ccccc1)Oc1ccc([N+](=O)[O-])cc1	-3	-4	9%	9.3µM*	10µM*	-2%	-1%
O=c1[nH]c(O)c(C=NC2CCN(Cc3ccccc3)CC2)c(=O)[nH]1	12	51	-7%	-33%	?	-10%	0%
Cc1ccc(-c2nn(Cc3ccccc3)cc2C=O)cc1	85*	55*	-1%	83%[activator]	89%[activator]	-7%	-4%
CCN(CC)C(=O)c1ccc(NC(=O)c2cc(S(=O)(=O)N3CCCCCC3)ccc2OC)cc1	·	·	?	7.4µM*	9.3µM*	-12%	·
Cc1ccc(CNC(=O)c2ccc(S(=O)(=O)Nc3c(C)n(C)n(-c4ccccc4)c3=O)cc2)cc1	-3	8	?	-1%	1%	-6%	4%
CC(=O)Nc1ccc(SCC(=O)Nc2sccc2C#N)cc1	33*	63*	3%	46%[activator]	56%[activator]	-7%	6%
COCCCn1c(-c2ccc(OC)cc2)nc2c1c(=O)[nH]c(=O)n2Cc1ccccc1	0	-7	?	?	14%	4%	9%
CCn1c(=O)c2c3c(sc2n2c(=S)[nH]nc12)CCC3	-2	-11	-6%	·	10%	-9%	1%
Cc1cc2ncn(S(=O)(=O)c3ccc(F)cc3)c2cc1C	-3	2	17%	-15%	?	0%	-1%
NC(=O)c1c(-c2cccs2)csc1N	2	-5	-6%	5%	1%	-5%	-1%
O=C(COc1ccccc1)Nc1cccc(-c2nn[nH]n2)c1	2	-9	20%	-5%	-3%	-16%	-4%
Nc1ccc2nc(-c3ccccc3)[nH]c2c1	36*	126*	?	123%[activator]	·	-12%	14µM*
COc1cccc2c1C(=O)CC2NC(=O)C(F)(F)F (stereo unspecified)	-3	13	4%	-16%	18%	-1%	8%
Cc1ccc(-c2nc(CS(=O)(=O)CC(=O)NC3CCC(C)CC3)c(C)o2)cc1 (stereo unspecified)	-2	12	?	17%	10%	0%	-2%
Cc1ccc(NC(=O)CN(C)C(=O)Nc2ccc(C)cc2)cc1	22*	69*	25%	34%[activator]	45%[activator]	1%	-1%
COc1cccc(N2CCN(C(=O)c3cc4c(OC)c(OC)c(OC)cc4[nH]3)CC2)c1	-2	-5	-9%	·	7.4µM*	6%	-1%
CCC(C)[C@H](NC(=O)[C@H](Cc1ccccc1)n1c(=O)[nH]c2ccccc2c1=O)C(=O)N1CCC(C(=O)O)CC1 (stereo partly specified)	-2	-2	14%	-2%	?	5%	-7%
COc1cccc(NC(=O)CCc2c(C)nc3nc(CNC(=O)c4cccc(F)c4)nn3c2C)c1	2	2	-6%	?	-6%	6%&1%	10%
Cn1c(-c2ccc3c(c2)OCO3)c(C(=O)O)c(=O)c2ccccc21	-2	-3	17%	-1%	5%	-16%	-10%
O=S(=O)(NCCc1ccncc1)c1ccc(Br)cc1	-3	-19	11%	·	1%	8%	-6%
COC(=O)C(NS(=O)(=O)c1ccccc1Br)C(C)C (stereo unspecified)	-3&-3	-12&2	45%[activator][8.37 µM]	0%	49%[activator]	3%	4%
COc1ccccc1C(=O)N/C(=C/c1ccco1)C(=O)Nc1ccc(C(=O)O)cc1	-4	-3	-2%	?	7%	?	4%
CCOC(=O)[C@@H]1[C@H]2COc3ccccc3[C@@H]2N2C(=O)N(c3ccc(F)cc3)C(=O)[C@@]12C	1	-2	-5%	6%	35%[activator]	0%	-5%
CCOC(=O)c1c(C)oc(/N=C/c2ccccc2O)c1C#N	-4	-11	-4%	-8%	?	-4%	-3%
Cc1ccc(C2=NN(C(=O)CSc3nc4ncc(Cl)cc4[nH]3)C(c3ccco3)C2)cc1 (stereo unspecified)	14*	27	-14%	-13%	12µM*	1%	1%
CCCCn1cnc2c([nH]c3ccccc32)c1=O	-1	20	-13%	3%	1%	-11%	1%
Cc1ccccc1OC(=O)c1cccc(S(=O)(=O)N2CCN(C)CC2)c1	·	·	-13%	13%	-11%	2%	·
O=c1[nH]c(=O)n(Cc2ccccc2)c2nc(-c3ccco3)cc(C(F)(F)F)c12	-3	-3	?	?	5.9µM*	-10%	1%

Assay outcomes deposited in PubChem BioAssay by National Center for Advancing Translational Sciences (NCATS).
